ARNT TACC3 PPI – disruptors of human ARNT/TACC3 interaction. Q9Y6A5. AlphaScreen His-ARNT PAS-B/GST-TACC3 binding, luminescence; TACC3 fragment carries E629A point mutation. inhibition, % at 9.99 µM. 0.66% of 390,000 active;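 active = mean inhibition of replicates at least 50% and at least half of replicates each reaching 50%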;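 also: 0% = complete ARNT plus TACC3 wells and 100% = ARNT alone without TACC3; many hits fall short of the cut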
C2C12 statin – protects C2C12 myotubes from simvastatin toxicity; ATP luminescence, 48 h; scaled: DMSO 0, geranylgeraniol control 100; rescue of ATP level, % at 7.49 µM; 0.78% of 330,000 active; AID 602340;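 active = mean ATP rescue above about 67%, or every replicate alone reaching that limit, limit read from the data, passing the limit was not always enough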;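 also: myotubes were challenged with 10 µM simvastatin during compound exposure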
miR-122 sensor – inhibitors of miR-122 in Huh7 cells; Huh7 miR-122 Renilla luciferase sensor, 48 h; neutral wells = 0, positive control = 100; activation (reporter increase), % at 12.5 µM; 0.3% of 340,000 active; AID 602342;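 active = mean replicate activation score at least 90 and every replicate individually at or above 90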;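 also: higher luciferase means less miR-122 activity so hits act as miR-122 inhibitors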
ERp5 inh – ERp5 (human) disulfide isomerase inhibition. inhibition, % at 9.99 µM. ERp5 insulin aggregation, absorbance 650 nm, 90 min. Q15084. AID 651711. 0.05% of 350,000 active;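 active = mean replicate inhibition above about 25%, with every replicate also reaching it, limit read from the data, passing the limit was not always enough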
Target sequence (Q15084 whole entry, looked up): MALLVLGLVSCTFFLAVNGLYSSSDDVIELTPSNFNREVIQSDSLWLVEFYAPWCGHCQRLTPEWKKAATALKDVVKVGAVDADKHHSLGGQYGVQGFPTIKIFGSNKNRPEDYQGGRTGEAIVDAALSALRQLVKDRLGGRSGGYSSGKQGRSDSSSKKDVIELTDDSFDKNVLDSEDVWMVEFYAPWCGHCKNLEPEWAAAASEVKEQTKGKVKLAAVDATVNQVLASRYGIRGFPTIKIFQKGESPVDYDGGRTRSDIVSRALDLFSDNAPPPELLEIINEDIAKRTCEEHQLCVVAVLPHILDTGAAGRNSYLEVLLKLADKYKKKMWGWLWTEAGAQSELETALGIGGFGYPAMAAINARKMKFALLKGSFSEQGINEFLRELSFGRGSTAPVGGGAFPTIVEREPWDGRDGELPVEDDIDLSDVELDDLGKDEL
SIRT5 inh – blocks human SIRT5 desuccinylation of peptide; Purified SirT5, succinyl-peptide AMC, trypsin-coupled fluorescence; 1.1% of 330,000 active; Q9NXA8; inhibition, % at 15 µM; in the data active = inhibition above about 15%
Target sequence (Q9NXA8 whole entry, looked up): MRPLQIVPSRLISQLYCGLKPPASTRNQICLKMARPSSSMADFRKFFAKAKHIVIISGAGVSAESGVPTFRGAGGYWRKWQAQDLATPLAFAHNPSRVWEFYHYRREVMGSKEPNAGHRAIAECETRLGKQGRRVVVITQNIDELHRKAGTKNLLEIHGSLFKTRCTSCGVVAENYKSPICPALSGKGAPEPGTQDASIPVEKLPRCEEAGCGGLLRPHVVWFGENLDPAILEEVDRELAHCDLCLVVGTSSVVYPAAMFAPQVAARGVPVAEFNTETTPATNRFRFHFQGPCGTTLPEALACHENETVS
Cneo AK release – causes C. neoformans cell lysis. lysis activity, % at 15 µM. 0.2% of 360,000 active. adenylate kinase release luminescence, 4 h; normalised: neutral wells 0, clomiphene wells 100;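 active = mean lysis activity across replicates of at least 80%, whatever share of replicates individually reach that level; inactive = mean lysis activity below 80%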
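Material – log-phase Cryptococcus neoformans yeast cells · Input – 5 × 10^6 yeast cells/mL · Medium – fresh YPD growth medium · Doses – single compound concentration per well · Timing – static 4 h at 37 °C with compound, 1 h detection · Detection – adenylate kinase release luminescence · Read-out – signal increase indicating cell lysis · Control set – Clomiphene as positive lysis control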
esBAF inh – blocks esBAF chromatin remodeling in mouse ES cells. Bmi1-luciferase knock-in reporter, 24 h; 100% = twice the neutral-well signal. reporter increase, % at 12.5 µM. 2% of 350,000 active; in the data active = activation above about 40%;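 also: 0% = median of the plate's neutral control wells and 100% = double that signal; a rise in the Bmi1 reporter signal indicates esBAF inhibition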
Starred values were filed as active, the others as inactive; . = not tested or not shown; [ ] = dose if it differs, or a comment.

# | SMILES | ARNT TACC3 PPI | C2C12 statin | miR-122 sensor | ERp5 inh
1 | O=C(N/C(=C/C=C/c1ccccc1)C(=O)N1CCOCC1)c1ccccc1Br | -13 | . | . | 2
2 | Cn1cccc1Cc1nnc(SCC(=O)N2CCN(c3ccccc3)CC2)n1-c1ccc(F)cc1 | 12 | 13 | 4 | .
3 | COc1ccc(C(=O)Nc2cccc(C(=O)N3CCN(C)CC3)c2)cc1 | -3 | -6 | 1 | .
4 | COCc1c(Br)c(C)nc(OCC(=O)N/N=C/c2ccc(C)o2)c1C#N | 10 | . | . | 1
5 | Cc1[nH]nc2c1C1(CCOCC1)C(C#N)=C(N)O2 | -4 | . | 2 | -2
6 | COc1ccc(CC(NC(C)=O)C(=O)N2CCN(C(=O)Nc3cccc(F)c3)CC2)cc1OC (stereo unspecified) | 1 | 1 | -6 | 5
7 | COC(Cn1c(-c2cccc(S(=O)(=O)N(C)C)c2)n[nH]c1=S)OC | -7 | . | . | -1
8 | C=CCNC(=O)C1CC(=O)N(c2ccc(OCC(=O)Nc3cccc(OC)c3)cc2)C1 (stereo unspecified) | 5 | -8 | -8 | .
9 | CN1CCN(Cc2c(C(=O)N/N=C/c3cccc(Br)c3)nnn2-c2nonc2N)CC1 | 10 | -1 | -5 | -2
10 | C[C@@H]1CN([C@H](C)CO)C(=O)Cc2cc(NC(=O)Nc3ccc(F)cc3)ccc2O[C@@H]1CN(C)CC1CC1 | 3 | 8 | -8[16.7 µM] | 7

# | SIRT5 inh | Cneo AK release | esBAF inh
1 | 5 | . | .
2 | . | 5 | -7
3 | . | 2 | 4
4 | -3 | . | .
5 | 0 | 2 | -8
6 | -3 | . | -2
7 | -1 | . | .
8 | . | 1 | 12
9 | 0 | -2 | -3
10 | 0 | 4 | -10

(cont.)
# | SMILES | ARNT TACC3 PPI | C2C12 statin | miR-122 sensor | ERp5 inh
11 | CCc1ccccc1S(=O)(=O)Cc1ccc(C(=O)NCc2ccc3c(c2)OCO3)o1 | 3 | -6 | -6 | 2
12 | C#CCSc1nnc(-c2ccc(O)cc2)o1 | 0 | 5 | -14 | 0
13 | N#Cc1ccc(CN2CCN(C(=O)CN3C(=O)NC4(CCCC4)C3=O)CC2)cc1 | 2 | -1 | . | -10
14 | CCOC(=O)COc1ccc2cc(C(=O)OCC)c(=O)oc2c1 | -6 | -17 | 0 | .
15 | COc1ccc(CNC(=O)N(C)C[C@H]2OCc3ccccc3-c3ccccc3C(=O)N([C@H](C)CO)C[C@@H]2C)cc1 | -11 | 14 | . | 0
16 | CCOC(=O)C1CCCN(C(=O)Cn2ncc3c([nH]c4ccc(C)cc43)c2=O)C1 (stereo unspecified) | -1 | 42 | . | 1
17 | O=C(O)CCn1[nH]c(=O)c2ccccc2c1=O | -2 | 2 | -1 | .
18 | COCCCN(C(=O)c1ccccc1)c1nc(-c2ccc(OC)cc2)cs1 | 3 | 16 | . | 0
19 | COc1ccc2[nH]c(=O)c(CN(CC3CCCO3)S(=O)(=O)c3ccccc3F)cc2c1 (stereo unspecified) | -8 | -9 | 3 | -8
20 | O=S(=O)(N[C@@H]1CC[C@H](CCn2cc(-c3ccccn3)nn2)O[C@@H]1CO)c1cccc(F)c1 | 92* | -11 | . | -1

# | SIRT5 inh | Cneo AK release | esBAF inh
11 | . | 0 | -5
12 | -1 | -8 | 69*
13 | -3 | -6 | 5
14 | . | 1 | -5
15 | -1 | 1 | -1
16 | -1 | 0 | -5
17 | . | . | -2
18 | -4 | -1 | -2
19 | -2 | 0 | 4
20 | -6 | -1 | 3

Additional records follow:
# | SMILES | ARNT TACC3 PPI | C2C12 statin | miR-122 sensor | ERp5 inh
21 | CC1CC(C)CN(CCCNC(=O)c2ccc3nc(N4CCOCC4)sc3c2)C1 (stereo unspecified) | -3 | -23 | 1 | -5
22 | C[C@@H]1CN([C@H](C)CO)C(=O)CCCn2nncc2CO[C@@H]1CN(C)Cc1cccc(O)c1 | -12 | -5 | -3[16.7 µM] | -6
23 | CC(=O)CSc1ncnc2c1cnn2-c1ccccc1 | 4 | 1 | -16 | 3
24 | CCCNC(=O)[C@H]1[C@H](CO)[C@H]2Cn3c(ccc(C4=CCCC4)c3=O)[C@H]2N1C(=O)CC1CC1 | -5 | -1 | . | -5
25 | CCCNC(=O)Cn1nc(C)n2c(cc3cc(F)ccc32)c1=O | -6 | 13 | 2 | 1
26 | C[C@@H]1CN([C@H](C)CO)C(=O)CCCn2nncc2CO[C@H]1CN(C)S(=O)(=O)c1ccc(-c2ccccc2)cc1 | 4 | 25 | 1[16.7 µM] | -1
27 | O=C(CCN1CCCCC1c1cccnc1)NCc1ccccc1 (stereo unspecified) | -11 | . | -2 | .
28 | CCN(CC)c1ccc(CN(C(=O)c2ccco2)C2CCS(=O)(=O)C2)cc1 (stereo unspecified) | -1 | . | 0 | -4
29 | Cc1ccc(C(=O)N/N=C\c2ccc(Br)o2)o1 | -3 | 8 | 1 | .
30 | COc1cc2cc(CN(CCCN3CCOCC3)C(=O)Nc3ccccc3F)c(=O)[nH]c2cc1OC | -2 | . | . | 1

# | SIRT5 inh | Cneo AK release | esBAF inh
21 | . | -4 | -1
22 | -5 | 10 | -4
23 | 0 | -11 | 12
24 | -8 | 2 | -1
25 | -2 | -3 | -8
26 | -3 | 0 | -2
27 | . | 2 | 10
28 | 1 | -5 | 8
29 | . | 0 | 15
30 | -3 | . | .

New compounds follow
# | SMILES | ARNT TACC3 PPI | C2C12 statin | miR-122 sensor | ERp5 inh
31 | COC(=O)c1c(C)[nH]c(C(=O)OCC(=O)NC(C)(C)C)c1C | . | 10 | -3 | -10
32 | CC(C)NC(=O)N[C@@H]1C=C[C@H](CC(=O)NCCCN(C)C)O[C@H]1CO | -1 | -5 | 8[16.7 µM] | -3
33 | O=C(C1=C(O)C(=O)N(CCCN2CCOCC2)C1c1ccccn1)c1cc2ccccc2o1 (stereo unspecified) | -13 | 73* | -4 | .
34 | Cc1nc(NC(=O)CSc2nc(N)cc(N)n2)sc1C | -9 | 9 | -5 | 6
35 | COCCCNC(=O)c1ccc(Cn2c(=O)c3ccccc3n(CC(=O)NCc3ccco3)c2=O)cc1 | -1 | 4 | 3 | -2
36 | COc1cc(/C=N/NC(=O)c2cccnc2)ccc1OCC(=O)Nc1ccccc1Cl | -6 | 16 | -3 | 2
37 | Cc1ccc(-c2noc(CCC(=O)NCCc3ccccc3Cl)n2)cc1 | -1 | 12 | -5 | .
38 | CCOC(=O)C1=C(C)Nc2ccccc2N=C1NC(=O)Cc1ccc(OC)cc1 | 0 | . | -3 | .
39 | CC(C)NC(=O)c1c(CSc2ccc(Cl)cc2)noc1C(=O)NCc1ccccc1 | -4 | 6 | -5 | -1
40 | CN(CC(=O)Nc1ccc(F)cc1)C(=O)CSc1nccn1C | 2 | . | . | -1

# | SIRT5 inh | Cneo AK release | esBAF inh
31 | -1 | 3 | 6
32 | 1 | 1 | -2
33 | . | 0 | -4
34 | 8 | -1 | -1
35 | -9 | -1 | -1
36 | -13 | -1 | 3
37 | . | -1 | -5
38 | . | 0 | .
39 | . | 12 | 4
40 | -1 | . | .

(list continues)
# | SMILES | ARNT TACC3 PPI | C2C12 statin | miR-122 sensor | ERp5 inh
41 | CCOC(=O)N1CCN(C(=O)Cc2ccccc2OC)CC1 | -4 | 14 | . | 2
42 | O=C(COC(=O)/C=C/c1cccc(C(F)(F)F)c1)NC1CCS(=O)(=O)C1 (stereo unspecified) | -4 | 14 | -8 | -4
43 | COc1cc2c(cc1OC)CN(C(=O)[C@@H]1[C@H]3C(=O)O[C@H](c4ccccc4)[C@H](c4ccccc4)N3[C@H](c3ccc(O)cc3)[C@@]13C(=O)Nc1ccccc13)CC2 | -5 | . | . | -2
44 | COC(=O)C1=C(C(=O)OC)[C@@H]2N(C)c3ccccc3[C@@]23C[C@@H](C(=O)OC)N=C3N1 | -6 | -9 | -5 | 4
45 | CC1(C)CC(N2CCC(=O)N(C3CC(C)(C)NC(C)(C)C3)C2)CC(C)(C)N1 | -8 | . | -3 | .
46 | Cc1cc2c(cc1C)N[C@]1(C[C@H]3CCCC(=O)N4CC[C@@H](C1)[C@@H]34)C(=NC(C)(C)CC(C)(C)C)N2 | -3 | 22 | -7 | -1
47 | Cc1ccc(CNC(=O)c2ccc(N(C)C)cc2)cc1 | 0 | . | . | -3
48 | O=C(C1=C[C@H](c2csc3ccccc23)C[C@H](OCCCCO)O1)N1CCN(Cc2ccccc2)CC1 | 0 | 37 | -5 | 3
49 | O=C(N[C@@H]1CC[C@@H](CCNC(=O)C2CC2)O[C@@H]1CO)c1ccccn1 | 4 | -3 | . | -2
50 | COCCOC(=O)C1=C(C)Nc2cc(=O)[nH]c(=O)n2C1c1cccc([N+](=O)[O-])c1 (stereo unspecified) | -5 | . | -4 | .

# | SIRT5 inh | Cneo AK release | esBAF inh
41 | -3 | 0 | -7
42 | 0 | -3 | -12
43 | 1 | 49 | .
44 | 0 | -1 | -1
45 | . | 0 | 4
46 | 1 | 3 | -2
47 | 1 | . | .
48 | -1 | 0 | 3
49 | -4 | -2 | -3
50 | . | -4 | .

Part of the list above in order of count of non-hydrogen atoms, lowest first.
# | SMILES | ARNT TACC3 PPI | C2C12 statin | miR-122 sensor | ERp5 inh
47 | Cc1ccc(CNC(=O)c2ccc(N(C)C)cc2)cc1 | 0 | . | . | -3
41 | CCOC(=O)N1CCN(C(=O)Cc2ccccc2OC)CC1 | -4 | 14 | . | 2
40 | CN(CC(=O)Nc1ccc(F)cc1)C(=O)CSc1nccn1C | 2 | . | . | -1
49 | O=C(N[C@@H]1CC[C@@H](CCNC(=O)C2CC2)O[C@@H]1CO)c1ccccn1 | 4 | -3 | . | -2
42 | O=C(COC(=O)/C=C/c1cccc(C(F)(F)F)c1)NC1CCS(=O)(=O)C1 (stereo unspecified) | -4 | 14 | -8 | -4
44 | COC(=O)C1=C(C(=O)OC)[C@@H]2N(C)c3ccccc3[C@@]23C[C@@H](C(=O)OC)N=C3N1 | -6 | -9 | -5 | 4
46 | Cc1cc2c(cc1C)N[C@]1(C[C@H]3CCCC(=O)N4CC[C@@H](C1)[C@@H]34)C(=NC(C)(C)CC(C)(C)C)N2 | -3 | 22 | -7 | -1
43 | COc1cc2c(cc1OC)CN(C(=O)[C@@H]1[C@H]3C(=O)O[C@H](c4ccccc4)[C@H](c4ccccc4)N3[C@H](c3ccc(O)cc3)[C@@]13C(=O)Nc1ccccc13)CC2 | -5 | . | . | -2

# | SIRT5 inh | Cneo AK release | esBAF inh
47 | 1 | . | .
41 | -3 | 0 | -7
40 | -1 | . | .
49 | -4 | -2 | -3
42 | 0 | -3 | -12
44 | 0 | -1 | -1
46 | 1 | 3 | -2
43 | 1 | 49 | .

Other compounds follow:
# | SMILES | ARNT TACC3 PPI | C2C12 statin | miR-122 sensor | ERp5 inh
51 | CC1(C(=O)NS(=O)(=O)c2ccccc2)CCN1C(=O)c1cccc2ccccc12 (stereo unspecified) | . | 3 | -1 | 3
52 | COc1ccc2c(c1)oc(=O)c1c3ccccc3[nH]c21 | 3 | . | -10 | -3
53 | COc1cc(/C=N/Nc2ncc(C(F)(F)F)cc2Cl)cc(OC)c1O | 5 | -6 | -3 | .
54 | COc1ccc(S(=O)(=O)N(C)c2ccc(C(=O)NC3CCCC3)cc2)cc1 | . | 9 | 2 | -6
55 | COc1ccccc1S(=O)(=O)N[C@@H]1CC[C@@H](CCNC(=O)C2CCCC2)O[C@@H]1CO | -8 | -2 | 1[16.7 µM] | 3
56 | COc1ccc(NC(=O)c2ccccc2NC(=O)c2ccccc2)cc1 | -2 | 0 | 1 | 7
57 | COc1cc(C(=O)NCCCNC(=O)c2cc(OC)c(OC)c(OC)c2)cc(OC)c1OC | . | 0 | -6 | 2
58 | CCN(CC)S(=O)(=O)c1ccc(C(=O)NCC(=O)NCCCc2ccccc2)cc1 | -2 | 10 | 2 | 1
59 | COc1nc(C)cc(C)c1S(=O)(=O)c1ccccc1C | -10 | 22 | . | 4
60 | CCCC(C)NC(=O)CSCc1ccc(OC)cc1 (stereo unspecified) | -6 | . | . | 2

# | SIRT5 inh | Cneo AK release | esBAF inh
51 | -4 | 2 | 7
52 | 1 | 0 | .
53 | . | . | -7
54 | -6 | 1 | 8
55 | 0 | 44 | 2
56 | 1 | 5 | 4
57 | -2 | -6 | -3
58 | . | -1 | 7
59 | 3 | . | -5
60 | 1 | -1 | .

High-throughput results: PubChem BioAssay, Broad Institute
